TCR activator: activators of T cell receptors. Potency, µM (doses to about 9.22 µM), for the others: at the highest dose activation of IL-2 secretion, actives largely listed as activators. 330,000 tested, under 10 active. primary human leukocytes, anti-CD3, IL-2 HTRF, 48 h; further: % of control where 0% means no effect
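HTRF read-out of IL-2 secretion: europium cryptate donor excited at 320nm, d2 acceptor emission at 665nm. Cells were primary human leukocytes incubated 48 hr with compounds and a-CD3 beads, supplying TCR signal only.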
a7 integrin act: activators of alpha7 integrin expression for muscular dystrophy. alpha7betagal myoblasts, beta-gal FDG fluorescence, 48 h. Potency, µM (series often up to 38.3 µM), without a hit: at the top dose activation, hits mostly activators. 350,000 compounds, 0.064% hits. AID 624291;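 further: potency means the concentration at half of the fitted maximal effect; 100% = response of the positive control SU9516; nearly all actives have a fitted effect of over 60% in size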
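alpha7betagal+/- myoblasts (passage 13, 250/well) treated 48 h at 37C with compounds at 1:260 dilution of DMSO stock. Lysed, then beta-galactosidase activity read as FDG fluorescence (ex 480/em 540) after 30 min, with pre-read for autofluorescence.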
TSHR antag: antagonists of human thyroid stimulating hormone receptor | 330,000 compounds, 0.2% hits | AID 504810 | TSHR-expressing cells, TSH-stimulated cAMP HTRF, 2 h; hits give low values | activity change, negative = inhibition, % at 11.5 µM | P16473;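 active means activity change below a set negative limit, meaning inhibition stronger than a set level, cut at about -70% in these data; inconclusive means activity change between two set negative limits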; further: on the % scale 0 is the no-effect control and ±100 the full control effect
Target sequence (P16473 whole entry, looked up): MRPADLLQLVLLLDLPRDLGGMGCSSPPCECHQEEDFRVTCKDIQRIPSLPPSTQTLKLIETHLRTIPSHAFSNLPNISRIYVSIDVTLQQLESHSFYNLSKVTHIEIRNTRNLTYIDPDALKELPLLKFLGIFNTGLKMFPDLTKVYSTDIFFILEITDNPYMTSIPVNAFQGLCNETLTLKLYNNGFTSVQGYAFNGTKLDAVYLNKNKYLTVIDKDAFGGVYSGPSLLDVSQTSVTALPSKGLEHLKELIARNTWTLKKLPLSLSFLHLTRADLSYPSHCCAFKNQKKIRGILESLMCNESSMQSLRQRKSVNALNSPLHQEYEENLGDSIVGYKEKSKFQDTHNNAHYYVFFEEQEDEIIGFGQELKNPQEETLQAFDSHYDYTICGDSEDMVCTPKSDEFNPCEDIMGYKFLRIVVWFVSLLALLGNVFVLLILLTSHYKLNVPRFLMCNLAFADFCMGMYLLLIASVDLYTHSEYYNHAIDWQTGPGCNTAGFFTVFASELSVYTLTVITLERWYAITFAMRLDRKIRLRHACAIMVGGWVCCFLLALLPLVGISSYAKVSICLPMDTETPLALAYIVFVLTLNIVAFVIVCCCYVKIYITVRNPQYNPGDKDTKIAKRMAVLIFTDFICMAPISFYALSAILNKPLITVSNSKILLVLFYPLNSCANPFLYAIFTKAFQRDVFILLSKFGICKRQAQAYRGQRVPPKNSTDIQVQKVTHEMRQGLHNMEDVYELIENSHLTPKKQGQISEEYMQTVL
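Freshly harvested TSHR cells receive pin-tooled compound, then EC80 TSH at 4nM final. After 2 hours at 37 deg C, antibody in lysis buffer and cAMP-d2 are added; 30 minutes at ambient temperature precede the HTRF read.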
Menin MLL FP TR: displaces Texas Red mutant MLL peptide from human menin; O00255; Menin + Texas Red MLL mutant peptide, fluorescence polarization; Potency, µM (top dose mostly 61.6 µM), without a hit: at the top dose FP activity change, negative = inhibition, usual class: inhibitors; 270,000 compounds, 0.23% hits; active means well fitted inhibition curve with a large enough effect in the polarisation, with a control signal flat, not every such curve was filed as active; inconclusive means small, poorly fitted or top-dose-only effect, or effect the other way, or a change in a side signal; inactive means no such curve, though single readings can be large or run the other way; the % refers to the polarisation; further: potency means the concentration at half of the fitted maximal effect; % of control where 0% means no effect; many of its hits are not listed in these tables
Mito fusion yeast: mitochondrial division inhibition or fusion activation; S. cerevisiae fusion-defective mutant growth rescue, CellTiterGlo 48 h; Potency, µM (doses to about 46.1 µM), for the others: top-dose growth rescue (activation), actives largely listed as activators; 320,000 compounds, 0.23% hits;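 further: potency means the concentration at half of the fitted maximal effect; % of control where 0% means no effect; nearly all actives have a fitted effect of over 45% in size; temperature-sensitive fusion mutants such as fzo1-1 at 37 °C on non-fermentable ethanol glycerol medium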
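Growth-rescue viability read-out: after 48 h at the non-permissive 37C in glycerol/ethanol YPEG, yeast mitochondrial fusion mutants are measured by CellTiterGlo luminescence; compounds (23 nl pinned per well) restoring growth score as division inhibitors or fusion activators.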
S-ASM inh: blocks human secretory acid sphingomyelinase; P17405; placental ASM, HMU-PC fluorogenic substrate, 60 min; Potency, µM (titrated, usually from 57.5 µM), inactives show at the top dose activity change, negative = inhibition, hits mostly inhibitors; 340,000 compounds, 0.006% hits; AID 504937; further: potency means the concentration at half of the fitted maximal effect
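Steps: dispense placental human ASM, pin compound, wait 10 min at room temperature, add HMU-PC0 substrate at 9 uM final, incubate 60 min at 37 °C, add stop solution raising pH to 10, read fluorescence.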
MLL CXXC-DNA inh: MLL CXXC-DNA interaction inhibition | MLL-CXXC / FITC-HOXA9 DNA fluorescence polarization | 290,000 compounds, 0.037% hits | AID 2662 | Potency, µM (titrated, usually from 115 µM), inactives show top-dose activity change, negative = inhibition, usual class: inhibitors | Q03164; active means well fitted inhibition curve with a large enough effect in the polarisation, with a control signal flat, not every such curve was filed as active; inconclusive means small, poorly fitted or top-dose-only effect, or effect the other way, or a change in a side signal; inactive means no such curve, though single readings can be large or run the other way; the % refers to the polarisation; further: potency means the concentration at half of the fitted maximal effect
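Purified MLL-CXXC (added from a 7 uM solution) was preincubated 5 min at ambient with pinned compounds in 50 mM Tris-HCl pH 7.5, 50 mM NaCl, 1 mM DTT, 0.05% BSA. Fluorescein-labeled HOX-A9 DNA (50 nM solution) followed, 30 min, then polarization read.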
AT treatment: potential ataxia-telangiectasia treatment | […] A-T fibroblasts, KAP-1 phosphorylation AlphaLISA; neocarzinostatin DNA damage 30 min before lysis | Potency, µM (highest dose often 57.5 µM), without a hit: top-dose activation, hits mostly activators | 320,000 compounds, 0.19% hits | AID 485349; further: potency means the concentration at half of the fitted maximal effect; % of control where 0% means no effect; nearly all actives have a fitted effect of over 45% in size
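hTERT-immortalized A-T patient fibroblasts ([…]), 500 cells/well in OPTI-MEM, 1% FBS, got compounds for 60 min, then NCS for 30 min at 37C. Lysates were then assayed for phospho-KAP-1 by AlphaLISA (anti-pKAP1 donor, anti-KAP1 acceptor beads), 6 hr at 25C.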
TSG101-PTAP inh: blocks PTAP/TSG101 interaction to inhibit HIV-1 budding. Q99816. Fluorescence polarization, FITC-PTAP peptide / Tsg101 binding. Potency, µM (titrated, usually from 115 µM), without a hit: at the highest dose activity change, negative = inhibition, hits mostly inhibitors. 340,000 tested, under 10 active; active means well fitted inhibition curve with a large enough effect in the main read-out, with a control signal flat, not every such curve was filed as active; inconclusive means small, poorly fitted or top-dose-only effect, or effect the other way, or a change in a side signal; inactive means no such curve, though single readings can be large or run the other way; further: potency means the concentration at half of the fitted maximal effect; % of control where 0% means no effect
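Steps: Tsg101 binding domain dispensed (10 uM final), compounds pinned in DMSO, FITC-labeled PTAP-motif peptide added (50 nM final); after 20 min binding at room temperature, polarization measured.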
MBNL1-CUG inh: inhibitors of human MBNL1 binding to CUG repeat RNA; TR-FRET MBNL1-His/biotin-(CUG)12 binding, 665/545 ratio; Potency, µM (top dose mostly 57.5 µM), for the others: at the top dose activity change, negative = inhibition, hits mostly inhibitors; 280,000 compounds, 0.036% hits; active means well fitted inhibition curve with a large enough effect in the signal ratio, with a control signal flat, not every such curve was filed as active; inconclusive means small, poorly fitted or top-dose-only effect, or effect the other way, or a change in a side signal; inactive means no such curve, though single readings can be large or run the other way; the % refers to the signal ratio; further: potency means the concentration at half of the fitted maximal effect; on the % scale 0 is the no-effect control and ±100 the full control effect
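Compounds (final 92 nM to 58 uM) are added to His-tagged MBNL1 and biotin-(CUG)12, then terbium anti-His antibody and streptavidin-XL665 (5 nM final). After 60 min at room temperature, the 665/545 nm ratio is read.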
Active calls of the source: *; u = inconclusive; x = no result given; [ ] = remark or other dose. Unless noted, the call rests on the fitted dose curve; in most records, active means well fitted curve in the direction sought with a large enough effect; inconclusive means small, poorly fitted or top-dose-only effect, or another doubt; inactive means no such curve, though single readings can be large; an effect the other way counts as inactive or inconclusive. Not all compounds are listed. The share of hits here may be higher or lower than overall.

SMILES | TCR activator | a7 integrin act | TSHR antag | Menin MLL FP TR | Mito fusion yeast | S-ASM inh | MLL CXXC-DNA inh | AT treatment | TSG101-PTAP inh | MBNL1-CUG inh
CC(=O)Nc1ccc2c(c1)Cc1c-2cc(Br)c(N)c1Br | 6% | 28% | x | x | x | -2% | x | x | 3% | x
CCn1c(N2CCN(CC(=O)c3ccc(OC)cc3)CC2)nc2ccccc21 | x | 17% | 18 | -12% | -5% | 2% | -3% | -1% | -3% | -6%
CC(=O)Nc1cccc(OCC(=O)Nc2cccc(S(=O)(=O)N3CCCC3)c2)c1 | 4% | 14% | -18 | x | 1% | 2% | x | 11% | 0% | x
Cc1ccccc1NC(=O)COC(=O)/C=C/c1cn(-c2ccccc2)nc1-c1cccnc1 | 4%[46.1 µM] | 1% | 0 | -13% | 8% | 1% | -7% | -2% | 2% | x
COc1ccc(/C=C(\C#N)C(=O)NCc2cccnc2)cc1OC | 1% | 0% | -19 | 1% | -7% | 5% | -18% | -4% | -2% | 11%
O=c1c(-c2ccc(O)cc2)coc2cc(OC3OC(CO)C(O)C(O)C3O)ccc12 (stereo not drawn) | -5% | -20% | -4 | 4% | -1% | 2% | 0% | 1% | -1% | 9%
COc1ccc(-c2csc(NC(CO)c3nc4ccccc4n3CCOCCO)n2)cc1 (stereo not drawn) | -11% | -6% | x | x | x | 5% | x | x | -3% | x
CC(C)(C)S(=O)(=O)c1cnc2c(-c3ccc(F)cc3)cnn2c1N | -10% | 0% | -6 | u | 0% | 23% | 2% | 4% | -4% | -13%
Cc1ccc(C(=O)Nc2nccc(-c3cccs3)n2)cc1 | 2% | u | -6 | -18% | -2% | -2% | -4% | 1% | -11% | 17%
CC(=O)N1C[C@H]2CON(C)[C@H]2C[C@H]1c1cccc(-c2ccccc2)c1 | -8% | 17% | x | x | x | 10% | x | x | 1% | x
Cc1ccc(-c2ccnc(-c3ccc(O)cc3)n2)cc1 | -5% | 1% | -1 | 36%[activator] | 1% | -2% | 5% | 8% | -3% | -7%
Cc1nn(-c2ccc(F)cc2)c2sc(C(=O)OCC(=O)N3CCC(C)CC3)cc12 | 7% | -2%[7.66 µM] | 3 | 2% | 8% | -11% | 0% | 0% | -2% | -4%
CCOC(=O)c1cnc2c(c(C)nn2C)c1Oc1ccccc1F | 2% | -11% | -8 | x | -2% | 2% | 17% | 0% | -2% | -7%
O=C(NCc1ccc(Cl)cc1)C1CCC(CNc2c(N3CCCCC3)c(=O)c2=O)CC1 (stereo not drawn) | 7% | 9% | -13 | -8% | -8% | 4% | 9% | 3% | -6% | 4%
O=C1CC(Nc2cc(=O)[nH]c(=O)[nH]2)C(=O)N1c1ccccc1Cl (stereo not drawn) | 6% | -11% | 7 | x | -1% | 0% | -6% | 8% | 0% | 2%
C[C@H]1CCC[C@@]2(O[C@H](CCO)C[C@H](O)[C@H]2O)O1 | 1% | -5% | x | x | x | 3% | x | x | 3% | x
CCN(CC)CCOC(=O)c1cccc(Cl)c1 | 3% | -20% | 6 | -2% | -2% | -1% | 11% | -4% | -2% | -1%
CCOC(=O)/C=C1\CC(C(=O)OCC)Oc2c(OC)cccc21 (stereo not drawn) | 2%[46.1 µM] | -15% | -6 | -29%[94.6 µM] | x | -3% | x | -4%[11.5 µM] | 0% | x
CC1CC(C)CN(c2nc3c(c(=O)n(C)c(=O)n3C)n2CCSc2nc3ccccc3o2)C1 (stereo not drawn) | -10% | -24% | x | x | x | -1% | x | x | 0% | x
O=C(NCCc1ccc(F)cc1)c1ccc2nccnc2c1 | -2% | 25% | -5 | x | -2% | 23% | x | 8% | 0% | x
CCOC(=O)c1c(NC(=O)CN2C(=O)C(=O)N(CC(C)C)C2=O)sc(C)c1CC | -178% | 18% | -8 | x | 7% | x | x | 9% | -4% | x
COc1ccccc1CNC(=O)C(C)n1cccc1C(=O)c1ccccc1 (stereo not drawn) | 2% | -3% | -3 | x | u | 1% | -14% | 6% | 0% | -2%
CN(C(=O)CSc1nnc(-c2ccc(Cl)cc2)n1C)C1CCS(=O)(=O)C1 (stereo not drawn) | -8% | u | x | x | x | 4% | x | 2% | 1% | x
c1cc2c(cn1)cnc1cscc12 | 0%[46.1 µM] | 39% | 3 | -2% | x | 3% | 21% | -7% | -2% | 10%[11.5 µM]
CCC(c1nnnn1Cc1ccc(F)cc1)N(CCCO)Cc1cc2cc3c(cc2[nH]c1=O)OCO3 (stereo not drawn) | 8% | -7% | -7 | -5% | 1% | 16% | -8% | 0% | -2% | -3%
Cc1cccc(C(P(=O)(c2ccccc2)c2ccccc2)P(=O)(c2ccccc2)c2ccccc2)n1 | 5%[46.1 µM] | 26% | 6 | 0% | 0% | 4% | 5% | -1% | 0% | 6%
COc1ccc2sc(NC(C)=O)nc2c1 | -2% | 18% | 6 | 4% | 2% | -3% | -3% | 0% | -1% | -4%
NC(=O)c1nsc(C(=O)N(Cc2ccccc2F)C(C(=O)NCC2CCCO2)c2ccc(F)cc2)c1N (stereo not drawn) | 1% | 15% | -19 | -23% | 16% | 277%[activator] | 22% | 7% | -5% | 3%
CC(C)NS(=O)(=O)c1ccc(OCC(=O)NCCC2=CCCCC2)cc1 | x | -11%[7.66 µM] | -5 | u | -3% | 0% | 0% | 3% | -2% | 0%
CCOC(=O)c1cc2c(=O)n3ccccc3nc2n(C(C)C)c1=NC(=O)c1ccncc1 | 1% | -17% | -6 | 2% | 5% | x | -12% | -1% | 1% | u
C/C(CC(=O)Nc1ccc(Br)cc1)=N\NC(=O)c1cccc(O)c1 | 2% | 4% | 12 | 25% | 3% | 0% | -2% | 0% | -6% | 14%
Cc1cc(C)cc(NC(=O)Cn2nnc3ccccc3c2=O)c1 | 0% | 35% | 2 | u | -4% | -2% | 4% | 3% | -4% | 12%
COc1ccc(-c2noc(C)c2-c2ccc3ccccc3n2)c(O)c1 | 19% | 21% | -9 | 22% | 12% | -17% | 9% | 1% | 0% | 1%
CCOc1ccc(OCC(=O)Nc2ccc(S(N)(=O)=O)cc2)cc1 | -3% | 15% | -2 | u | 1% | -9% | 19% | 3% | -1% | 16%
COc1cccc(C2CC(c3cccs3)=NN2C(=O)CSC2=NCCS2)c1OC (stereo not drawn) | 4% | -41% | -13 | x | -8% | -1% | -4% | 2% | -2% | 5%
CCc1nc(SCc2ccccc2C#N)n[nH]1 | -1% | 26% | -8 | -24% | 2% | -1% | -2% | 1% | -1% | -6%
O=C(NNC(=O)C1CCCN(c2ncccn2)C1)c1ccncc1 (stereo not drawn) | -5% | 43% | 22 | 1% | 2% | 0% | -12% | 5% | -2% | -3%
COc1ccc(/C=C/C(=O)OCC(=O)NCCCc2ccccc2)cc1OC | 3% | 31% | 5 | x | x | -14% | x | 9% | -2% | x
CNC(=O)CN(C1CCCCC1)S(=O)(=O)c1ccc(F)cc1 | 3% | 0% | 11 | -7% | -2% | 0% | -2% | -1% | -1% | -4%
Cc1ccccc1-c1nsc(SCC(=O)c2ccc(Cl)cc2)n1 | -3%[46.1 µM] | 13% | -16 | -12% | 3% | -5% | 0% | 11% | -2% | -1%
O=C(Nc1cccc(Cl)c1)C1CCCN(S(=O)(=O)c2cnc[nH]2)C1 (stereo not drawn) | -38% | 0% | 0 | -2% | -2% | 0% | 1% | -2% | -1% | 5%
COCc1[nH]nc2c1C(c1ccc(OC)cc1)C(C#N)=C(N)O2 (stereo not drawn) | 3% | 12% | 0 | 15% | -15% | 0% | 0% | -1% | -1% | 7%
COc1ccc(OC)c(CNC(=O)C2CCN(S(=O)(=O)N3CCC(C)CC3)CC2)c1 | -8% | -25% | -12 | -2% | 0% | -2% | 4% | -1% | -4% | 3%
CC(C)(C)c1ccc(C(=O)NCc2nnc(SCC(=O)N3CCCc4ccccc43)n2-c2ccccc2)cc1 | 0%[46.1 µM] | 2% | 19 | -9% | -4% | -5% | -1% | -7% | 2% | -6%
Cc1c(Cl)cccc1NC(=O)Nn1cnnc1 | 5% | u | 25 | 4% | 0% | -2% | -11% | 9% | 0% | -13%
CC(C)(C)n1cnc2cc(NS(=O)(=O)c3ccc(Br)cc3)ccc21 | 3% | 4% | -5 | -2% | 0% | -1% | -18% | x | -5% | -4%
